From PubChem BioAssay
JMJD2E inh: qHTS Assay for Inhibitors of Human Jumonji Domain Containing 2E (JMJD2E); Lysine-specific demethylase 4E (Homo sapiens), B2RXH2; AID 2147, 2009; Potency, µM (top dose mostly 57.1 µM), for inactives: top-dose activity change, negative = inhibition, hits mostly inhibitors; JMJD2E catalytic domain, FDH-coupled NADH fluorescence (FDH is formaldehyde dehydrogenase); 230,000 compounds, 1.6% hits; active = well fitted inhibition curve with a large enough effect, not every such curve was filed as active; inconclusive = small, poorly fitted or top-dose-only effect, or another doubt; inactive = no such curve, though single readings can be large or run the other way;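 note: 0% = wells with enzyme and -100% = buffer wells without enzyme; nearly all actives have a fitted effect of over 50% in size; many of its hits are not listed in these tables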
Target sequence (B2RXH2 1-337 limits assumed): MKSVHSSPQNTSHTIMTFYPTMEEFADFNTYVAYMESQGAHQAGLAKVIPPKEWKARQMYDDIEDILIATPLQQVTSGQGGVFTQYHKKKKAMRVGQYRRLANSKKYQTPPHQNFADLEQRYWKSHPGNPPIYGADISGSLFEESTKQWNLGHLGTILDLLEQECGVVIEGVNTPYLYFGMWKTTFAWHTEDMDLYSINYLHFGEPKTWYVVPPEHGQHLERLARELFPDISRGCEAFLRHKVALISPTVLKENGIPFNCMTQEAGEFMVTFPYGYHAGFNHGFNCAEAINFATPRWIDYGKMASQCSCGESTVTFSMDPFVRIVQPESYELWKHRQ
ALDH1A1 block: qHTS Assay for Inhibitors of Aldehyde Dehydrogenase 1 (ALDH1A1). Purified ALDH1A1, NADH fluorescence, propionaldehyde substrate. Potency, µM (doses to about 75.3 µM), inactives show at the top dose activity, negative = inhibition, actives largely listed as inhibitors. 220,000 compounds, 7.3% hits. AID 1030, 2008; active = well fitted inhibition curve with a large enough effect, not every such curve was filed as active; inconclusive = small, poorly fitted or top-dose-only effect, or another doubt; inactive = no such curve, though single readings can be large or run the other way;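 note: plate controls were no enzyme wells and a reference inhibitor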
Target sequence (P00352 whole entry, looked up): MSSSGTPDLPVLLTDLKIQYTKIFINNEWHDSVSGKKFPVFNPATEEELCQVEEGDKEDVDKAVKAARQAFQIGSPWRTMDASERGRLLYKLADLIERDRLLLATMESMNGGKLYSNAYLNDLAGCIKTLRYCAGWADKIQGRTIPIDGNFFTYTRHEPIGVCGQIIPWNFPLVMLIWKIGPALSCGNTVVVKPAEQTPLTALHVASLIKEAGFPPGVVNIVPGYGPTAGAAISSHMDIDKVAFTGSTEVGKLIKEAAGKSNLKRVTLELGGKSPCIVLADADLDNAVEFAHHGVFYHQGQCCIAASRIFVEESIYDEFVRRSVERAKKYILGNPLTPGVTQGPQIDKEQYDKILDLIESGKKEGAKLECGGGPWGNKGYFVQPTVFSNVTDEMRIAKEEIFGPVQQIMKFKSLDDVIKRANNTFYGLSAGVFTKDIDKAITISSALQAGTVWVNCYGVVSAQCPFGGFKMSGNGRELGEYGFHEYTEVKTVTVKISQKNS
RECQ1 inh: qHTS Assay for Inhibitors of RecQ-Like Dna Helicase 1 (RECQ1); RECQ1 DNA unwinding, red fluorescence kinetic read; 240,000 compounds, 0.54% hits; Potency, µM (highest dose often 57.3 µM), for the others: at the top dose activity, negative = inhibition, usual class: inhibitors;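 note: plate controls were vehicle for no effect and no enzyme for full effect; nearly all actives have a fitted effect of over 30% in size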
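RECQ1T1 50 nM; forked duplex (20 bp + 30-nt ss tails) 200 nM, ATP 2 mM final; pH 8.0, 2 mM MgCl2, 2.5 ug/ml poly(dI-dC); 15 min compound preincubation; discontinuous kinetic read over 2 h at RT.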
LMNA splice mod: qHTS Assay for Modulators of Lamin A Splicing | Potency, µM (titrated, usually from 46.1 µM), for inactives: top-dose ratio change, negative = inhibition, hits mostly inhibitors | HeLa LMNA splicing GFP/RFP minigene ratio, 48 h | AID 1487, 2009 | 200,000 compounds, 0.01% hits; active = well fitted inhibition curve with a large enough effect in the signal ratio, with a control signal flat, not every such curve was filed as active; inconclusive = small, poorly fitted or top-dose-only effect, or effect the other way, or a change in a side signal; the % refers to the signal ratio; note: % is set by controls: 0 for no effect and ±100 for the full control effect
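S3 HeLa cells stably expressing lamin A-EGFP splicing minigene plus DsRed2, 600 cells/well, 48 h compound exposure at 37C. Laser-scanning cytometry; analysed as GFP (500-530 nm)/RFP (575-640 nm) total intensity ratio; 0.5% DMSO vehicle.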
L3MBTL1 inh: qHTS Assay for the Inhibitors of L3MBTL1. Potency, µM (doses to about 57.1 µM), inactives show top-dose activity, negative = inhibition, usual class: inhibitors. Lethal(3)malignant brain tumor-like protein 1 (Homo sapiens), Q9Y468. AlphaScreen L3MBTL1–H3K9me1 peptide binding. 230,000 compounds, 0.66% hits; note: % is set by controls: 0 for no effect and ±100 for the full control effect; nearly all actives have a fitted effect of over 60% in size
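AlphaScreen proximity signal between nickel-chelate acceptor and streptavidin donor beads (final 10 ug/mL) reports binding of 50 nM L3MBTL1 to 75 nM biotin-H3 K9me1 peptide; complex incubated with compounds 30 min at room temperature; cefsulodin titration as control.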
KinaseGlo FLuc: Counterscreen for Luciferase (Kinase-Glo TM) Inhibition; 200,000 compounds, 0.28% hits; Potency, µM (top dose mostly 38.3 µM), for the others: at the top dose activity change, negative = inhibition, most hits filed as inhibitors; AID 1379, 2008; Kinase-Glo luciferase, ATP luminescence, 8 min; note: % is set by controls: 0 for no effect and ±100 for the full control effect; nearly all actives have a fitted effect of over 60% in size
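Kinase-Glo luciferase light output from ATP and luciferin was measured with 10 uM ATP, within the enzyme's linear range. Buffer: 50 mM imidazole pH 7.2, 50 mM KCl, 7 mM MgCl2, 0.01% Tween 20, 0.05% BSA; luminescence read after 8 min at ambient temperature.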
SMN2 splice enh: qHTS Assay for Enhancers of SMN2 Splice Variant Expression | AID 1458, 2008 | 210,000 compounds, 2.8% hits | Potency, µM (doses to about 46.1 µM), without a hit: at the highest dose activity change, positive = activation, actives largely listed as activators | HEK293 SMN2-luciferase splicing reporter, luminescence, 30-36 h; note: % of control where 0% means no effect; nearly all actives have a fitted effect of over 55% in size
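qHTS luciferase splicing reporter: luminescence rises when SMN2 exon 7 is included in transfected HEK293 cells. Compound exposure lasted 30-36 h at 37C, with 4.5 mM final sodium butyrate as control, followed by a ONE-Glo read.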
Tau fibril ThT: qHTS for Inhibitors of Tau Fibril Formation, Thioflavin T Binding; Microtubule-associated protein tau (Homo sapiens), P10636; recombinant tau K18 P301L (four-repeat tau fragment), heparin-induced fibrillization, ThT fluorescence; Potency, µM (doses to about 57.4 µM), for the others: at the highest dose activity, negative = inhibition, hits mostly inhibitors; 270,000 compounds, 2.1% hits; note: % is set by controls: 0 for no effect and ±100 for the full control effect; nearly all actives have a fitted effect of over 55% in size
Target sequence (P10636 561-689 P618L limits assumed): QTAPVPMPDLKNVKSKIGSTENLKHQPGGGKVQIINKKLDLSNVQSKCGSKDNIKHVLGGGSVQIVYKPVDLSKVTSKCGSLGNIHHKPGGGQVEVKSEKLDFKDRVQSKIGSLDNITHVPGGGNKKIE
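Aggregation was driven by heparin (20 uM final) acting on recombinant tau […] bearing P301L in 100 mM sodium acetate pH 7; fibrils were detected with Thioflavin T.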
Numbers without * were called inactive; i = inactive; ? = inconclusive; / = no result given; [ ] = remark or other dose. Unless noted, calls come from the whole dose curve; as a rule, active = well fitted curve in the direction sought with a large enough effect; inconclusive = small, poorly fitted or top-dose-only effect, or another doubt; inactive = no such curve, though single readings can be large; an effect the other way counts as inactive or inconclusive. Potency is the fitted concentration of half-maximal effect. Not all compounds are listed; count on the stated rates, not on these rows.

canonical_smiles	JMJD2E inh	ALDH1A1 block	RECQ1 inh	LMNA splice mod	L3MBTL1 inh	KinaseGlo FLuc	SMN2 splice enh	Tau fibril ThT
CCCS(=O)(=O)N1CCC(C(=O)NCC2CCCO2)CC1 (configuration not stated)	5%	1%	-8%	-8%	5%	3%	0%	-8%
COc1cc(C(=O)NCC(C)C)c([N+](=O)[O-])cc1OC	2%	1%	-1%	2%	-11%	5%	0%	-6%
COc1ccc(-c2nnc(SCC(=O)Nc3cc(S(=O)(=O)N4CCCCC4)ccc3Cl)n2N)cc1	-4%	-7%	5%	?	-1%	0%	-12%	-8%
O=C(CC(=O)c1ccccc1)c1ccccc1	?	-2%	i	/	/	-13%	13µM*	-12%
O=C(CSc1nncn1-c1cccnc1)N1CCOCC1	5%	0%	-8%	-6%	3%	12%	3%	-2%
Clc1ccc(-c2nnc3cccc(Cl)n23)c(Cl)c1	4%	8%	-5%	?	42%[activator]	-3%	-6%	6%
O=C(COC(=O)c1ccc(S(=O)(=O)NCc2ccco2)cc1)NCC1CCCCC1	9%	9%	i	6%	/	-3%	3%	-11%
O=C1CCC(c2ccccc2)N1C(=O)c1cccnc1 (configuration not stated)	-8%	0%	1%	-1%	?	1%	-7%	-5%
COc1ccc(NC(=O)c2c(Cl)cnn2C)c(C)c1	-1%	-13%	i	/	-6%	/	/	-4%
O=C(COc1cccc2cccnc12)N/N=C1\SCC(=O)N1CCc1ccccc1	?	-13%	i	/	12%	1%	/	?
Cc1no[n+]([O-])c1COc1ccc(/C=C2\NC(=S)NC2=O)cc1	-15%	8%	-13%	25%	/	3%	-11%	?
CN(C)c1nc(SCCOC(=O)COc2ccc(Cl)cc2Cl)nc(N(C)C)n1	5%	5%	i	-1%	?	10%	7%	-25%
O=C(O)c1ccc(NC2=C(n3nnc4ccccc43)C(=O)c3ccccc3C2=O)cc1	-11%	/	i	/	-21%	/	/	?
N#C/C(=C\c1c[nH]c2ccccc12)C(=O)c1ccc(O)c(O)c1	2.2µM*	?	11µM*	?	/	-5%	-41%[inhibitor]	10µM*
CC1=CC(=C(C#N)c2nc3ccccc3s2)C=C(C)N1c1ccc(F)cc1	5%	-7%	19%	-18%	7%	-1%	?	-8%
CCN(Cc1ccccc1)CC(O)COc1ccccc1 (configuration not stated)	-4%	-6%	-3%	25%	/	-1%	-15%	-14%
Cc1cc(C)cc(NC(=O)COC(=O)c2cc(C)oc2C)c1	3%	5%	i	-3%[46 µM]	2%	-1%	-6%	-7%
CCCc1[nH]n(-c2ccc([N+](=O)[O-])cc2)c(=O)c1C=NCCCn1ccnc1	-4%	-8%	-6%	/	0%	1%	8%	?
COc1ccc2c3c(c(=O)oc2c1OCC(N)=O)CCCC3	?	?	8%	-6%	/	-1%	19%	-9%
CC1(C)SC(=S)N(/N=C/c2ccc(O)cc2)C1N(O)C(=O)Nc1ccc([N+](=O)[O-])cc1 (configuration not stated)	-1%	-3%	-6%	-7%	-5%	-3%	-21%	?
CCn1cc(C(=O)NCc2ccco2)c(=O)c2cc(S(=O)(=O)N3CCCC3)ccc21	-10%	25µM*	-8%	/	/	3%	-13%	-13%
COc1ccc(CCN=C(N)NS(=O)(=O)c2cccs2)cc1OC	3%	2%	-2%	16%[46 µM]	/	2%	-40%[inhibitor]	1%
CCNc1cccc2c1C(=O)N(C)C2=O	1%	2%	-1%	9%	23%	-5%	-3%	2%
CCOCCCNC(=O)c1cn(C)c(=O)c2cc(OC)c(OC)cc12	?	6%	-3%	-6%	-5%	5%	-3%	-15%
COC(=O)N/C(C)=C1/NC(=O)c2ccccc2C(c2ccccc2)N1 (configuration not stated)	0%	10%	-12%	-1%	2%	-2%	5%	-15%
Cn1cc(S(=O)(=O)N2CCC(Cc3ccccc3)CC2)c(=O)n(C)c1=O	4%	14%	-9%	-1%	/	1%	-41%[inhibitor]	-8%
CCn1cc(C(=O)NCc2ccc3c(c2)OCO3)c2cc(OC)c(OC)cc2c1=O	-1%	-11%	i	?	-1%	/	/	7%
COc1cc(C)c(CNc2ccc(OC)c(OC)c2)cc1C	?	25µM*	-16%	6%	-9%	-6%	4%	?
O=c1oc2cc(O)c(Cl)cc2c2ccccc12	-8%	-14%	3%	?	-7%	1%	0%	-17%
COc1ccc2c(c1)O[C@@H](c1ccc3c(c1)OCO3)[C@H](OC(=O)NCCc1ccc(OC)c(OC)c1)C2=O	3%	-7%	5%	/	/	0%	7%	?
c1cncc(-c2nc(NCc3ccco3)c3ccccc3n2)c1	-2%	?	-1%	-6%	-3%	2%	?	?
N#Cc1nc(Cc2ccccc2)oc1N1CCN(c2cccc(Cl)c2)CC1	0%	?	-2%	-6%	-11%	-5%	-12%	-19%
NCCCn1cnc2ccccc21	11%	-2%	2%	/	/	-1%	-6%	-10%
O=C(Nc1nccs1)c1nc(-c2ccccc2)n(-c2ccccc2)n1	7%	3%	-14%	-1%	5%	-1%	-8%	-7%
CC(CCO)Nc1nc2c([nH]1)c(=O)n(C)c(=O)n2C (configuration not stated)	4%	8%	i	-6%	0%	4%	7%	-1%
O=C(Nc1nnc(-c2ccccc2)o1)Nc1ccc(F)cc1F	?	?	23%	0%[46 µM]	-5%	-4%	-43%[inhibitor]	-11%
Cc1ccc2cc(CCNC(=O)c3ccco3)c(=O)[nH]c2c1C	-1%	?	-6%	-12%	35%[activator]	1%	7.1µM*	5%
NC(=O)[C@@H]1CCCN1Cc1nc(Cc2cccc(C(F)(F)F)c2)no1	3%	0%	-1%	/	1%	1%	/	-5%
Cc1ccccc1C(=O)N1CCN(c2nc(N3CCOCC3)nc(N3CCOCC3)n2)CC1	1%	0%	10%	20%	-3%	-1%	16%	-1%
CCC(C)(C(=O)NC1CCCCC1)N(Cc1ccco1)C(=O)c1ccccn1 (configuration not stated)	8%	2%	-11%	0%	/	-5%	-12%	0%
O=[N+]([O-])c1ccc(/C=C/C2=NN(c3ccccc3)C(c3ccco3)C2)o1 (configuration not stated)	3%	3%	?	?	?	-16%	-20%	7.9µM*
O=C(Cn1cc([N+](=O)[O-])cn1)Nc1nc2ccccc2s1	9%	5%	0%	-7%	-6%	6%	8%	-14%
Cn1nc(-c2ccccc2)c(C(O)c2ccc(Cl)cc2)c1Cl (configuration not stated)	11%	2%	-15%	-9%	10%	3%	-21%	-11%
O=C(CC1C(=O)N(c2ccccc2)C(=S)N1c1ccccc1)c1ccc(Br)cc1 (configuration not stated)	-10%	?	-14%	-10%	-7%	2%	-1%	-8%
Cc1ccc(S(=O)(=O)N(CC(=O)N2CCCCC2)c2cccc(C)c2)cc1	5%	?	1%	-2%	7%	1%	-21%	0%
COc1ccc(Cl)cc1NC(=O)C/C(C)=N/NC(=O)CC#N	7%	2%	7%	-1%	-1%	6%	16%	-19%
CCCCCCN(C(=O)CCl)c1ccccc1	-5%	/	-13%	/	18%	/	/	-15%
COCc1cc(C)nc(SCC(=O)N2CCC(C)CC2)c1C#N	-25%	7.9µM*	i	0%	-6%	-1%	3%	-1%
O=C(CSc1nnc(-c2cccnc2)o1)Oc1ccccc1	2%	?	i	2%	8%	0%	3%	?
COc1ccccc1NC(=O)CSc1nnc(-c2ccccn2)n1Cc1ccco1	2%	-11%	i	?	-9%	-1%	-17%	-6%
CCOc1ccc(Br)cc1S(=O)(=O)NCCN(C)C	4%	15%	16%	0%	/	11%	8%	0%
COc1ccccc1CN1CCNC(=O)C1CC(=O)NCc1csc(C)n1 (configuration not stated)	-17%	6%	-7%	/	4%	/	/	-9%
C=CC(C)(C)c1[nH]c2ccccc2c1C1=C(O)C(=O)C(c2c[nH]c3c(CC=C(C)C)cccc23)=C(O)C1=O	25µM*	?	10µM*	/	/	1%	/	14µM*
COc1ccc(NC(=O)N2CCC3(CC2)CCN(C(=O)c2ccco2)CC3)cc1	/	-15%	i	/	/	-2%	-13%	/
CCOC(=O)CNC(=O)CSc1nnnn1-c1ccc(C)c(C)c1	-8%	?	-3%	2%	2%	3%	-8%	-8%
COc1ccc(NC(=O)Nc2ccc(Cc3ccncc3)cc2)c(OC)c1	1%	5%	i	?	-8%	1%	-33%[inhibitor]	?

An excerpt from above, limited to Tau fibril ThT and KinaseGlo FLuc.
| compound | Tau fibril ThT | KinaseGlo FLuc |
| --- | --- | --- |
| O=C(Cn1cc([N+](=O)[O-])cn1)Nc1nc2ccccc2s1 | -14% | 6% |
| Cn1nc(-c2ccccc2)c(C(O)c2ccc(Cl)cc2)c1Cl (configuration not stated) | -11% | 3% |
